CCR6 antagonist – CCR6 receptor antagonists, primary screen, cell-based, CHO-K1, luminescence, beta-arrestin, uHTS; C-C chemokine receptor type 6 (Homo sapiens), P51684; CHO-K1 CCR6 PathHunter beta-arrestin, CCL20-stimulated; inhibition, % at 20 µM; 340,000 tested, 0.49% active; AID 493098, 2011;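 active = compounds whose inhibition of the agonist-driven luminescence signal at 20 µM reaches about 50%, limit read from the data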;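 also: cells stimulated with CCL20 at 14 nM final; plate controls were DMSO with CCL20 for no effect and DMSO without agonist for full effect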
ATG4B inhibitor – ATG4B protease inhibitors, primary screen, biochemical, fluorescence, uHTS; Cysteine protease ATG4B (Homo sapiens), Q9Y4P1; ATG4B cleavage of LC3-PLA2, NBD-HPC fluorescence, 1 h; inhibition, % at 8.33 µM; 340,000 tested, 0.51% active; AID 504462, 2011; in the data active = inhibition above about 40%
Target sequence (Q9Y4P1 whole entry, looked up): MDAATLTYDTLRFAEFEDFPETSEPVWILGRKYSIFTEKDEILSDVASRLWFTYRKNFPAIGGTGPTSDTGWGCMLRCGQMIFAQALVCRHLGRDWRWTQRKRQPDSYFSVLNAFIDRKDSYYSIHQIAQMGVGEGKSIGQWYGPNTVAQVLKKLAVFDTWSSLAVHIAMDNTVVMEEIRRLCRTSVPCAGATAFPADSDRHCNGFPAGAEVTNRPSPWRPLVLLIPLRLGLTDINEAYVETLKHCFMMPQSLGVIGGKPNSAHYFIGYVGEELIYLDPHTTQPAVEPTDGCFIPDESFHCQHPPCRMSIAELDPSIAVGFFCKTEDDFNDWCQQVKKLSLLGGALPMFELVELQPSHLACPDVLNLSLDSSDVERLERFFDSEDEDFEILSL
CXCR6 block – CXCR6 receptor inhibitors, primary screen, cell-based, beta-arrestin, luminescence, CHO-K1 PathHunter, 1536-well. C-X-C chemokine receptor type 6 (Homo sapiens), O00574. inhibition, % at 20 µM. 360,000 tested, 0.36% active; in the data active = inhibition above about 34%, passing the limit was not always enough;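 also: antagonist mode with CXCL16 agonist at 10 nM final; 0% = 10 nM CXCL16 with DMSO and 100% = unstimulated wells without agonist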
Target sequence (O00574 whole entry, looked up): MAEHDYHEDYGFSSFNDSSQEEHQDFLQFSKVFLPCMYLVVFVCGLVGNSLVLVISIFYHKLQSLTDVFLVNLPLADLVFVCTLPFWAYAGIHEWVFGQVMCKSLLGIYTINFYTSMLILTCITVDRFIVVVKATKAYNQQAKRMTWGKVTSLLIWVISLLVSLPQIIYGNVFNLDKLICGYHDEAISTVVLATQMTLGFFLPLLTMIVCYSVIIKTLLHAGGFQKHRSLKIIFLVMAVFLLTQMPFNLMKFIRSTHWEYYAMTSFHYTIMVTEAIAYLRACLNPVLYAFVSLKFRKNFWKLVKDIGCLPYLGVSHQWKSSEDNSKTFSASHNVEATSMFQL
Gli-Sufu antag – Gli-Sufu pathway antagonists, primary screen, luciferase luminescence, Sufu-KO-LIGHT cells, uHTS; Sufu-KO-LIGHT fibroblasts, Gli luciferase reporter luminescence; inhibition, % at 5 µM; 340,000 tested, 0.74% active; AID 588413, 2011;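 active = inhibition above about 55%, limit read from the data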;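 also: 0% = DMSO-treated cells and 100% = wells with medium but no cells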
UBC13 polyUb – UBC13 polyubiquitin chain formation inhibitors, primary screen, biochemical, TR-FRET, uHTS. 330,000 tested, 0.47% active. AID 485273, 2010. Ubiquitin-conjugating enzyme E2 N (Homo sapiens), P61088. inhibition, % at 20 µM; in the data active = inhibition above about 45%, passing the limit was not always enough
EBI2 block – EBI2 receptor antagonists, beta-arrestin recruitment, primary screen, cell-based, luminescence, 7a,25-OHC stimulation, uHTS | 7a,25-OHC stimulated | inhibition, % at 5 µM | 360,000 tested, 0.81% active | AID 651636, 2012; in the data active = inhibition above about 38%;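 also: enzyme fragment complementation signal reports receptor beta-arrestin coupling in cells; 0% = agonist plus DMSO wells and 100% = wells without agonist; some results beyond the cut were filed as inactive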
Target sequence (P32249 whole entry, looked up, the tested form may be a part): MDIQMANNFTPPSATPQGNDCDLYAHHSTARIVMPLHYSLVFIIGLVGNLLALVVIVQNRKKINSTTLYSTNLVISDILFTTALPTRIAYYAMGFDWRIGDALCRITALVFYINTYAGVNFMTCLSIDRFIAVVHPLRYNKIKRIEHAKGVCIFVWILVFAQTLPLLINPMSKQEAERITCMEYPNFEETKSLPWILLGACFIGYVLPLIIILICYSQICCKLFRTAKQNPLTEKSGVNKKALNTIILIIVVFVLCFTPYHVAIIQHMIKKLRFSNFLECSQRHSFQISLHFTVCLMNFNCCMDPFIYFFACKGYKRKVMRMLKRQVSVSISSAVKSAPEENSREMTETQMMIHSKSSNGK
APJ agonist – agonists of human apelin receptor APJ, primary screen, CHO-K1 cells, PathHunter beta-arrestin, luminescence; P35414; 0% DMSO wells, 100% apelin; activation, % at 20 µM; 330,000 tested, 0.11% active; AID 2520, 2010;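 active = activation more than six SD over the plate average, tested at 20 µM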;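 also: 0% = DMSO alone and 100% = apelin-13 at 10 nM; some results filed as inactive read as strong as hits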
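Incubation: overnight seeding, 90 min compound at 25 °C, 1 h detection; test system: PathHunter CHO-K1 APJ (AGTRL-1) beta-arrestin reporter cells; amount: 1000 cells/well; doses: one dose, 20 µM compound, 1% DMSO; measured by: beta-gal luminescence; measure: agonist-driven arrestin binding to APJ; benchmarks: negative DMSO alone, positive Apelin-13 at 10 nM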
APJ antagonist – antagonists of human apelin receptor APJ, primary screen, CHO-K1 cells, beta-arrestin complementation, luminescence. P35414. inhibition, % at 20 µM. 330,000 tested, 0.32% active;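 active = inhibition above about 40% at 20 µM, limit read from the data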;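 also: cells challenged with 10 nM apelin-13 agonist together with compound; plate controls were apelin-13 plus DMSO wells for no effect and DMSO wells lacking apelin-13 for full effect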
An asterisk follows results filed as active; x = not tested or not shown.

Values run as follows: CCR6 antagonist	ATG4B inhibitor	CXCR6 block	Gli-Sufu antag	UBC13 polyUb	EBI2 block	APJ agonist	APJ antagonist
> COC(=O)C(CCCN1C(=O)c2ccccc2C1=O)(NC(C)=O)c1nn[nH]n1 (stereo unspecified)
    7	9	0	1	5	-14	-4	-9
> O=C(CCCn1c(SCC(=O)c2ccc(F)cc2)nc2ccccc2c1=O)NCc1ccco1
    9	-1	4	12	-13	15	-2	4
> Cc1ccc2c(c1)c1nnc(SCC(=O)N3CCCc4ccccc43)nc1n2CC(=O)O
    3	0	5	6	-14	-3	-3	-10
> Cc1cccc(N2CN=c3s/c(=C\c4ccncc4)c(=O)n3C2)c1
    -4	1	-3	-7	x	-4	x	x
> CSc1ccc(S(=O)(=O)N2CCC(C(=O)N3CCOCC3)CC2)cc1
    1	-11	-3	-6	8	-10	-4	-7
> Clc1ccc(-c2nc3ccccc3[nH]2)cn1
    2	0	-12	-4	20	-1	2	-31
> COc1ccc(Br)cc1/C=N/n1nnnc1N
    14	-8	6	1	9	11	-4	0
> CCCOc1ccc(NC2=CC(=O)CC(C)(C)C2)cc1
    12	-12	4	-9	-3	1	-2	1
> CCOC(=O)c1sc2nc3n(c(=O)c2c1C)CCCCC3
    11	-8	-5	-62	-6	0	1	-7
> CCOC(=O)[C@@H]1[C@H]2COc3ccccc3[C@@H]2N2C(=O)N(c3cccc(Cl)c3)C(=O)[C@@]12C
    19	-6	-7	-1	6	13	-1	-26
> COc1ccc(OC)c(N2C(=O)CC(C(C)c3ccccc3)C2=O)c1 (stereo unspecified)
    13	-17	-1	13	0	-4	3	-8
> COc1cc(C(F)(F)F)c(C(=O)N(C)Cc2ccc(Cl)c(Cl)c2)cn1
    14	1	-1	16	2	5	-2	12
> O=C(O)CNC(=S)N(Cc1ccccc1)Cc1cccnc1
    -2	-5	-2	-6	-1	-6	0	-4
> CCOc1ccc(NS(=O)(=O)c2cc(OCC(N)=O)c(C)cc2Cl)cc1
    -10	0	-9	-4	-5	-4	9	-2
> O=C(Oc1cccc2ccccc12)C1CC1
    -1	-6	-6	-7	-3	6	-5	-11
> COc1cccc(CN(C(=O)c2ccccc2)C2CCS(=O)(=O)C2)c1 (stereo unspecified)
    16	1	-1	-7	1	-7	-6	0
> Cn1ncc(Cl)c1C(=O)N1CCN(C23CC4CC(CC(C4)C2)C3)CC1
    7	-4	3	99*	-7	-8	7	-32
> NC(N)=N/N=C/c1ccc(Cl)cc1Cl
    3	-4	-13	11	0	-14	2	-9
> O=C(Nc1ccc2c(c1)OCO2)c1ccc[n+]([O-])c1
    0	-3	-4	-2	0	0	-4	9
> CC(C)c1cc(CNC(=O)CC2C(=O)NCCN2CC2CCCCC2)on1 (stereo unspecified)
    4	13	2	-8	8	-2	-3	2
> COc1cccc(NC(=O)Nc2cnccn2)c1
    8	4	8	-6	2	-5	0	7
> CC1CCN(c2ccc(NC(=S)NC(=O)c3ccco3)cc2)CC1
    25	-5	13	11	-4	21	-5	3
> CC(=O)OC1CCC2(C)C(CCC3C2CC(=O)C2(C)C3CC(C3CCCC3=O)C2C(C)=O)C1 (stereo unspecified)
    -32	1	-5	8	x	2	x	x
> Cc1ccc(C(=O)NC(C(=O)NC2CCCC2)c2ccccc2)cc1 (stereo unspecified)
    12	-5	0	-2	1	14	0	14
> CN=C1S/C(=C\c2cn(CC(=O)OC)c3ccccc23)C(=O)N1C
    17	-10	13	7	-8	2	-2	9
> COc1cccc(OC)c1C(=O)N1CCN=C1SCc1cccnc1
    -4	0	-2	3	4	-2	2	8
> COC(=O)c1ccc(CSc2nnc(-c3c[nH]c4ccccc34)n2C)o1
    -4	1	3	1	2	-4	3	5
> O=C1c2ccccc2C(Nc2ccc(Cl)cc2)N1CCN1CCOCC1 (stereo unspecified)
    13	-3	2	8	1	0	-7	17
> CCCCn1c(N)c(N(CC)C(=O)c2cc(S(=O)(=O)N3CCN(CC)CC3)ccc2Cl)c(=O)[nH]c1=O
    0	5	-12	3	8	12	3	1
> COc1ccccc1NC(=O)CN(C)S(=O)(=O)c1ccc2c(c1)CCC(=O)N2
    -12	-3	1	4	22	-4	-2	8

Reprinted at random: two records from the list
Values run as follows: CCR6 antagonist	ATG4B inhibitor	CXCR6 block	Gli-Sufu antag	UBC13 polyUb	EBI2 block	APJ agonist	APJ antagonist
> CN=C1S/C(=C\c2cn(CC(=O)OC)c3ccccc23)C(=O)N1C
    17	-10	13	7	-8	2	-2	9
> COc1ccccc1NC(=O)CN(C)S(=O)(=O)c1ccc2c(c1)CCC(=O)N2
    -12	-3	1	4	22	-4	-2	8

Next structures follow:
Values run as follows: CCR6 antagonist	ATG4B inhibitor	CXCR6 block	Gli-Sufu antag	UBC13 polyUb	EBI2 block	APJ agonist	APJ antagonist
> O=C(c1cccc(F)c1)N1CCC2(CC1)NCCc1[nH]cnc12
    -3	-1	6	-4	7	8	-2	20
> CCOC(=O)c1cc(C(=O)c2cc(Br)ccc2O)coc1=N
    0	-9	6	-3	-5	-3	-1	8
> O=[N+]([O-])c1ccc2c(c1)ncn2CCc1ccccc1
    14	-8	0	2	-3	7	-4	11
> O=C1NCCN1C(=O)C12CC3CC(CC(C3)C1)C2
    -17	-4	-8	5	-4	-4	2	3
> CN(C(=O)c1cccc(NC(=O)Cc2ccc(NC(=O)C3CCCN(C(=O)C4CCCCC4)C3)cc2)c1)C1CCCC1 (stereo unspecified)
    3	-5	-4	-1	x	-10	x	x
> COc1ccc(-c2ccc(SCc3cccnc3)nn2)cc1OC
    -5	-2	-4	-1	-1	7	-1	8
> CC(C)CNC(=S)N1CCN(C(c2ccccc2)c2ccccc2)CC1
    10	-4	12	-13	13	6	-3	1
> COc1ccc(N=N/C(=C\O)C(=O)c2ccco2)cc1
    0	2	3	-2	-63	-4	-3	-37
> Cc1oc(-c2ccccc2F)nc1CN1CCC(C(=O)NC2CCCc3ccccc32)CC1 (stereo unspecified)
    -1	6	4	8	8	13	-2	3
> CSc1ccccc1NC(=O)CN(C)C(C)C(=O)NCc1ccc2c(c1)OCO2 (stereo unspecified)
    8	-4	4	-6	0	3	-3	1
> O=C(Nc1ccc2ncccc2c1)c1cccc(Br)c1
    19	-3	2	-37	-3	2	2	8
> CCOc1ccccc1N1CCN(C(=O)c2cccc(S(=O)(=O)N3CCOCC3)c2)CC1
    -7	-9	-2	10	7	9	0	1
> COc1cccc(-c2cc(C(=O)Nc3cnn(Cc4ccc(F)cc4)c3)no2)c1
    13	7	-2	2	-5	7	-4	2
> COc1ccccc1NC(=S)N1CCN(C(c2ccccc2)c2ccccc2)CC1
    7	0	7	17	6	3	-3	-28
> N#CC(OC(=O)c1ccccc1)c1cccc([N+](=O)[O-])c1 (stereo unspecified)
    18	-1	-4	5	x	3	x	x
> COc1ccnc(N=CNOCc2ccc(Cl)cc2)c1C#N
    9	-9	9	-9	-6	10	-7	-11
> COc1ccc2cc3c(nc2c1)OCC3
    -5	0	-1	-9	0	-14	2	-5
> CCC(C)(C)C1CCc2[nH]nc(C(=O)NCCNC(=O)OC(C)(C)C)c2C1 (stereo unspecified)
    1	0	-10	6	8	7	10	10
> C/C(=N\NC(=O)C1CC1)c1ccccc1Br
    9	-5	-6	7	4	-3	-3	12
> Nc1nc(SCc2ccccc2Cl)[nH]c(=O)c1-c1ccccc1
    18	18	-14	-7	6	-13	-2	-1
> Cc1ccc(-c2[nH]nc(N)c2N=Nc2cccc(Cl)c2C)cc1
    10	1	2	-4	x	7	x	x
> c1ccc(-c2nc(N3CCNCC3)nc3ccccc23)cc1
    9	6	2	10	11	-11	0	9
> Cc1ccc(C)c(C(=O)COc2ccc(C)nc2[N+](=O)[O-])c1
    -1	5	2	0	22	-6	1	-17
> COc1ccc(CNS(=O)(=O)CCNC(=O)c2cccc(OC)c2)cc1
    -5	3	-4	22	5	-1	-3	2
> CCCNC(=O)C1CCN(S(=O)(=O)c2ccc(-c3nn[nH]n3)cc2)CC1
    -10	-1	-3	2	0	-8	2	-6
> CCC(=O)Oc1ccc2c(=O)c(-c3ccc4ccccc4n3)c(CC)oc2c1C
    24	-6	2	10	1	4	0	9
> Cc1cccc(OCc2nnc(SCC(=O)N3CCCC3)o2)c1
    4	-2	1	19	4	6	1	-17
> COCC(C)NC(=S)Nc1ccccc1[N+](=O)[O-] (stereo unspecified)
    8	3	1	-2	-16	-1	-2	5
> CCOc1nc(SCCOc2ccc(C)cc2)nc(N(C)C)n1
    12	-4	-2	-8	1	2	0	3
> CC(C)(C)c1ccc(-c2ccc3c(c2)S(=O)(=O)c2ccccc2C3=O)cc1
    2	-1	-5	-12	21	7	-2	-2
> COc1ccc(OCC(=O)NNC(=O)C(=O)Nc2cc(OC)ccc2OC)cc1
    11	-10	9	4	-12	6	5	-12
> O=C(Nc1nc(-c2ccc(Cl)s2)cs1)c1cccs1
    22	35	-6	1	-5	10	-1	12
> Cc1ccccc1N(Cc1ccccc1F)S(C)(=O)=O
    -10	-3	-4	3	3	1	-4	25
> O=C(CCc1ccccc1)NCCc1cccs1
    -2	-27	10	-28	-6	-3	-3	7
> O=C(O)CN1C(=O)/C(=C\c2cc(Br)ccc2OCc2ccc([N+](=O)[O-])cc2)SC1=S
    9	5	2	-4	-7	3	-3	10
> Cc1ccc(/C=N/NC(=O)c2cc(-c3ccncc3)nc3ccccc23)o1
    3	-2	10	48	-7	-13	-8	-2
> COc1cccc(NC(=O)c2ccc(N3C(=O)C4CCC(C)CC4C3=O)cc2)c1 (stereo unspecified)
    5	-5	-11	24	-4	18	5	-7
> O=C(c1cccs1)N1CCN(S(=O)(=O)c2ccccc2)CC1
    2	-2	-1	6	-12	-7	-3	3
> C/C=C\C=C/C(=O)Nc1cccc(C2=NOC3(C2)C[C@H](C(N)=O)N(C(=O)c2ccc(OC)cc2)C3)c1 (stereo partly specified)
    -13	-13	-8	-6	-25	6	5	-10
> CC[C@]12c3[nH]c4ccc(Cl)cc4c3CCN1C(=O)[C@@H](CC(=O)NCCCN(C)C)C[C@@H]2C(=O)N1CCN(C(=O)C2CC2)CC1
    8	2	5	-5	x	-11	x	x
> CC(C)NS(=O)(=O)c1ccc(NC(=O)Cc2cccs2)cc1
    -4	11	6	-10	-6	-1	-3	3
> Cc1cccc(OCCn2c(=O)sc3ccccc32)c1
    13	11	7	-66	3	20	-2	9
> Cc1ccc(SC(CC(=O)c2ccc(C)cc2)C(=O)O)cc1 (stereo unspecified)
    20	8	1	-4	-8	6	-3	12
> Cc1ccc(S(=O)(=O)N(C)C)cc1NC(=O)C(C)Sc1ccccc1 (stereo unspecified)
    15	-21	1	17	-2	-4	-7	10
> CCOC(=O)c1c(C)[nH]c(C(=O)N/N=C/c2cc([N+](=O)[O-])ccc2O)c1C
    36	2	15	7	-39	11	-7	22
> COc1ccc(-c2ocnc2C(=O)N2CCN(Cc3cccnc3)CC2)cc1
    1	-13	-12	-5	-1	-1	-3	8
> COCCNC(=O)CN(c1ccc(F)cc1)S(=O)(=O)c1ccc2c(c1)OCCO2
    13	-6	-3	-8	3	-4	1	18
> c1ccc(-c2noc(-c3ccncc3)n2)nc1
    5	-13	6	-34	3	-7	-2	19
> COc1ccccc1-c1noc(CCC(=O)NC2CCCC2)n1
    2	-4	9	-5	4	-8	-4	10
> Cc1cccc(NCc2n[nH]c(=S)n2-c2ccccc2)c1
    -11	-3	-16	-24	-13	-13	-1	3
> CN(C)S(=O)(=O)N1CCc2ccccc21
    -6	-11	-6	-3	-3	-2	0	4
